Screening results (PubChem BioAssay)
Mito fusion act – qHTS Assay for Small Molecule Inhibitors of Mitochondrial Division or Activators of Mitochondrial Fusion; actives 0.23% (n = 320,000); Potency, µM (doses to about 46.1 µM), for the others: top-dose growth rescue (activation), usual class: activators; S. cerevisiae fusion-defective mutant growth rescue, CellTiterGlo 48 h;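 also: potency is read from the fitted curve at half-maximal effect; % of control where 0% means no effect; nearly all actives have a fitted effect of over 45% in size; temperature-sensitive fusion mutants such as fzo1-1 at 37 °C on non-fermentable ethanol glycerol medium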
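S. cerevisiae fusion-defective temperature-sensitive mutants (e.g. fzo1-1, mgm1-5) grown 48 h at 37C in YPEG (ethanol/glycerol non-fermentable) medium with 23 nl compound per well; growth rescue read as CellTiterGlo luminescence.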
PTAP TSG101 blk – qHTS Assay for Iinhibitors of HIV-1 Budding by Blocking the Interaction of PTAP/TSG101; Fluorescence polarization, FITC-PTAP peptide / Tsg101 binding; Potency, µM (top dose mostly 115 µM), for inactives: top-dose activity change, negative = inhibition, hits mostly inhibitors; Tumor susceptibility gene 101 protein (Homo sapiens), Q99816; 340,000 tested, under 10 active; active = well fitted inhibition curve with a large enough effect in the main read-out, with a control signal flat, not every such curve was filed as active; inconclusive = small, poorly fitted or top-dose-only effect, or effect the other way, or a change in a side signal; inactive = no such curve, though single readings can be large or run the other way; also: potency is read from the fitted curve at half-maximal effect; % of control where 0% means no effect
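Compounds were pin-transferred onto Tsg101 binding domain (10 uM final) in HEPES pH 7.5 buffer, then FITC-PTAP peptide was added at 50 nM final. After 20 min at RT, polarization reported peptide displacement across a qHTS concentration series.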
ASM inhibitor – Inhibitors of Secretory Acid Sphingomyelinase (S-ASM): qHTS; Sphingomyelin phosphodiesterase (Homo sapiens), P17405; placental ASM, HMU-PC fluorogenic substrate, 60 min; Potency, µM (titrated, usually from 57.5 µM), for the others: at the top dose activity change, negative = inhibition, most hits filed as inhibitors; actives 0.006% (n = 340,000); also: potency is read from the fitted curve at half-maximal effect
Target sequence (P17405 47-631 limits assumed): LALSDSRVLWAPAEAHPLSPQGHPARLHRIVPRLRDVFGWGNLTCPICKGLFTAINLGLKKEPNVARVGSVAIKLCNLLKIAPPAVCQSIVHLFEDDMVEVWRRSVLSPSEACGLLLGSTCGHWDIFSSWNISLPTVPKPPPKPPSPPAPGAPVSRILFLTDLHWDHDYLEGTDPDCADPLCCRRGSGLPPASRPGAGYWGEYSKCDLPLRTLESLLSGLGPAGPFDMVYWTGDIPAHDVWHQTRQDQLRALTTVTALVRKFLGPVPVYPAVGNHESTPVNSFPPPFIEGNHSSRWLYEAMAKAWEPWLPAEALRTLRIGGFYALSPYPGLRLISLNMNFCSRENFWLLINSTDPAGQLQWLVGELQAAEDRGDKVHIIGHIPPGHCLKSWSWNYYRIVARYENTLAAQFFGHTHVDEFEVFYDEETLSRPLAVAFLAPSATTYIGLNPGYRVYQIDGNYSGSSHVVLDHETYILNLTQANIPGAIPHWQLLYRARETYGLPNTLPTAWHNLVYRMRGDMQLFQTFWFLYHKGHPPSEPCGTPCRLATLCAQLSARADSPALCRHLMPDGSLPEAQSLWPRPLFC
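Fluorescence read-out (Ex 386 nm, Em 447 nm) after stopping the reaction at pH 10. Enzyme: ASM from human placenta; substrate HMU-PC0, 9 uM final; 60 min, 37 °C. Compound preincubation 10 min, ambient temperature.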
Tb PFK inh – qHTS Assay to Find Inhibitors of T. brucei phosphofructokinase. T. brucei PFK, ADP-Glo luminescence. Potency, µM (top dose mostly 57.5 µM), inactives show at the highest dose activity, negative = inhibition, actives largely listed as inhibitors. actives 0.17% (n = 330,000). AID 485367, 2010;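 also: potency is read from the fitted curve at half-maximal effect; 0% = uninhibited 1x PFK enzyme wells and -100% = no-enzyme wells; nearly all actives have a fitted effect of over 60% in size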
Target sequence (O15648 whole entry, looked up): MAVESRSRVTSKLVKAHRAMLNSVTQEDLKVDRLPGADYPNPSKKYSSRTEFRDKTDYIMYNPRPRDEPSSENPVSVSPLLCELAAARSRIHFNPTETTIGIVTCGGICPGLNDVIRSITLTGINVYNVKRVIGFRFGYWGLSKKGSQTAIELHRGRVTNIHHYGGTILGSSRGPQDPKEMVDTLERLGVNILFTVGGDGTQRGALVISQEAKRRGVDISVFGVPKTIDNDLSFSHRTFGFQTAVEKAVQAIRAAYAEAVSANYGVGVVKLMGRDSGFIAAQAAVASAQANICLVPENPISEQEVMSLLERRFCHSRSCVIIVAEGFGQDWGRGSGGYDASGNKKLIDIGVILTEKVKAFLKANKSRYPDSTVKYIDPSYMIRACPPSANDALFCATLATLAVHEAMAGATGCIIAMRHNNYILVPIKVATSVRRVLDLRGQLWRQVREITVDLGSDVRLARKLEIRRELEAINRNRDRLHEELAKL
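PFK 1.25 nM, F6P 0.5 mM, ATP 0.1 mM, 0.1 M TEA pH 8.0, 5 mM MgCl2, 0.01% Tween20, 0.1% BSA; 45 min RT. ADP-Glo readout. qHTS titration up to 57 uM; curves fitted, compounds curve-classed.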
AT treatment – qHTS Assay for Identifying a Potential Treatment of Ataxia-Telangiectasia | Potency, µM (top dose mostly 57.5 µM), for inactives: at the top dose activation, hits mostly activators | actives 0.19% (n = 320,000) | […] A-T fibroblasts, KAP-1 phosphorylation AlphaLISA; neocarzinostatin DNA damage 30 min before lysis; also: potency is read from the fitted curve at half-maximal effect; % of control where 0% means no effect; nearly all actives have a fitted effect of over 45% in size
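ATM-like activity read as KAP-1 phosphorylation via AlphaLISA donor/acceptor antibody pairs after lysis and 6 hr at 25C. Cells were ATM-null patient fibroblasts ([…], hTERT), dosed 60 min, then exposed to the DSB inducer NCS for 30 min.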
Chronic BCR inh – qHTS Assay to Find Inhibitors of Chronic Active B-Cell Receptor Signaling | actives 0.05% (n = 340,000) | Potency, µM (titrated, usually from 46.1 µM), for the others: top-dose ratio change, negative = lower green/red ratio, most hits filed as inhibitors | ABC-DLBCL IkBa-CBG/CBR reporter, luminescence ratio, 4 h; active = well fitted inhibition curve with a large enough effect in the signal ratio, with a control signal flat, not every such curve was filed as active; inconclusive = small, poorly fitted or top-dose-only effect, or effect the other way, or a change in a side signal; the % refers to the signal ratio;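 also: potency is read from the fitted curve at half-maximal effect; plate controls were basal doxycycline-induced cells for no effect and cells given 10 µM MG132 for full effect; MG132 reads +100%, hits lower the ratio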
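Doxycycline induced both beetle luciferases in TMD8 lymphoma cells; IKK-driven degradation limits the IkappaBalpha-fused green signal, while red luminescence normalises for cell number and nonspecific effects. Compounds tested up to 46 uM, 4 hrs.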
TCR activator – Activators of T cell receptors: qHTS campaign; AID 504894, 2011; primary human leukocytes, anti-CD3, IL-2 HTRF, 48 h; 330,000 tested, under 10 active; Potency, µM (series often up to 9.22 µM), without a hit: at the top dose activation of IL-2 secretion, most hits filed as activators; also: % of control where 0% means no effect
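HTRF read-out of IL-2 secretion: europium cryptate donor excited at 320nm, d2 acceptor emission at 665nm. Cells were primary human leukocytes incubated 48 hr with compounds and a-CD3 beads, supplying TCR signal only.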
TSHR antagonist – Antagonists of the Thyroid Stimulating Hormone Receptor: HTS campaign | Thyrotropin receptor (Homo sapiens), P16473 | TSHR-expressing cells, TSH-stimulated cAMP HTRF, 2 h; active compounds read low | activity change, negative = inhibition, % at 11.5 µM | actives 0.2% (n = 330,000);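 active = activity change below a set negative limit, meaning inhibition stronger than a set level, cut at about -70% in these data; inconclusive = activity change between two set negative limits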; also: % is scaled to controls: 0 for no effect and ±100 for the full control effect
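Read-out is FRET at 665 nm (cryptate excitation 337 nm) from a cryptate-tagged anti-cAMP antibody, competed by cell cAMP against cAMP-d2. Compounds are tested on freshly harvested TSHR cells challenged with 4nM TSH (EC80) for 2 hours at 37 deg C.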
ELG1 repair inh – qHTS screen for small molecules that inhibit ELG1-dependent DNA repair in human embryonic kidney (HEK293T) cells expressing luciferase-tagged ELG1; HEK293T ELG1-luciferase reporter, luminescence, 16 h; DNA damage induced by 5-fluorouridine; Potency, µM (series often up to 46.1 µM), for the others: at the top dose activity change, negative = inhibition, hits mostly inhibitors; actives 2.3% (n = 330,000); also: potency is read from the fitted curve at half-maximal effect; % is scaled to controls: 0 for no effect and ±100 for the full control effect; nearly all actives have a fitted effect of over 55% in size
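5-Fluorouridine DNA damage + compound/DMSO, 2,000 cells/well, 16 h, 37 °C/5% CO2. ONE-Glo, 30 min RT, luminescence. Readout = decrease in reporter signal.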
Eya2 phos inh – qHTS Assay for Inhibitors of the Phosphatase Activity of Eya2. recombinant Eya2, OMFP fluorescence dephosphorylation (OMFP is methylfluorescein phosphate). Protein phosphatase EYA2 (Homo sapiens), O00167. actives 0.006% (n = 330,000). Potency, µM (doses to about 76.9 µM), without a hit: at the highest dose activity, negative = inhibition, usual class: inhibitors; also: potency is read from the fitted curve at half-maximal effect; % is scaled to controls: 0 for no effect and ±100 for the full control effect
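Eya2 protein (added as 0.2 uM solution) was preincubated with compound for 10 min at ambient temperature in 50 mM HEPES pH 7.5, 50 mM NaCl, 5 uM MgCl2, 0.05% BSA, 1 mM DTT. OMFP (added at 50 uM) then reacted 10 min; fluorescence read at 485/525 nm.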
Integrin act MD – qHTS for Activators of Integrin-Mediated Alleviation for Muscular Dystrophy | alpha7betagal myoblasts, beta-gal FDG fluorescence, 48 h | Potency, µM (highest dose often 38.3 µM), without a hit: at the top dose activation, actives largely listed as activators | actives 0.064% (n = 350,000);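 also: potency is read from the fitted curve at half-maximal effect; 100% = response of the positive control SU9516; nearly all actives have a fitted effect of over 60% in size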
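alpha7betagal+/- myoblasts (passage 13, 250/well) treated 48 h at 37C with compounds at 1:260 dilution of DMSO stock. Lysed, then beta-galactosidase activity read as FDG fluorescence (ex 480/em 540) after 30 min, with pre-read for autofluorescence.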
* marks the source's active call; other numbers are inactive results; ? = inconclusive; nt = not tested or not shown; [ ] = another dose, or the depositor's remark. Unless noted, calls follow the shape of the dose curve; as a rule, active = well fitted curve in the direction sought with a large enough effect; inconclusive = small, poorly fitted or top-dose-only effect, or another doubt; inactive = no such curve, though single readings can be large; an effect the other way counts as inactive or inconclusive.

nr	SMILES	Mito fusion act	PTAP TSG101 blk	ASM inhibitor	Tb PFK inh	AT treatment	Chronic BCR inh	TCR activator	TSHR antagonist	ELG1 repair inh	Eya2 phos inh	Integrin act MD
1	Nc1ccc(N2CCCCCC2)cc1	-4%	nt	nt	1%	2%	-2%	nt	-4	?	-4%	nt
2	CC(C)(C)[C@H]1C=C(C(=O)N2CCOCC2)O[C@@H](OCCCCO)C1	-1%	nt	-6%	-5%	4%	-3%	-57%	6	?	11%	2%
3	O=C(OCC(=O)N1CCOCC1)c1ccc(Cl)c(S(=O)(=O)N2CCc3ccccc32)c1	nt	-2%	18%	6%	3%	-13%	-2%	-7	?	0%	-11%
4	Cn1c(=O)c2c(nc(OCCc3ccccc3)n2C)n(C)c1=O	8%	2%	-1%	-5%	2%	?	-12%	-7	?	4%	8%
5	NC(=O)c1cc(-c2csc(-c3cccnc3)n2)ccc1O	6%	-8%	-1%	5%	-1%	-2%	-5%	-14	?	7%	-3%
6	COc1ccc(CN(Cc2ccc(OC)cc2)S(=O)(=O)c2ccc(-n3cnnn3)c(C)c2)cc1	0%	-6%	-4%	5%	nt	-14%	-1%[46.1 µM]	-30	?	-4%	6%
7	Cn1nc(-c2ccccc2)cc1NC(=O)Nc1ccc(C(C)(C)C)cc1	3%	0%	-14%	3%	-18%	2%	-6%	-7	2%	-21%	-54%[inhibitor]
8	CCCCN(C)C1CCN(C(=S)Nc2ccc(OC)cc2)CC1	0%	0%	3%	-3%	-2%	3%	0%	1	3%	-15%	-34%
9	CCCn1cccc(C(=O)Nc2ccc(OC)cc2)c1=O	18%	-1%	-2%	-4%	-6%	0%	5%	-3	5%	10%	-5%
10	CCN(CC)CCNC(=O)Cn1nc(Cc2cccnc2)c2ccccc2c1=O	-2%	-7%	-3%	-1%	10%	-13%	3%	6	4%	-4%	1%
11	CCOc1ccc2oc(C(=O)NCC(C)(C)CN(C)C)c(C)c2c1	-11%	-1%	4%	2%	-5%	2%	6%	15	23%	-6%	0%
12	O=C(O)c1ccccc1N=N/C(=N/Nc1cc(S(=O)(=O)O)ccc1O)c1ccccc1	0%	-8%	53%[activator]	-4%	-8%	9%	7%	2	16%	5%	36%
13	O=C(N/N=C\c1ccc(-c2ccc(Cl)c(Cl)c2)o1)C(=O)N1CCCC1	0%	15%	4%	-1%	1%	?	0%	-22	7%	-9%	19%
14	COc1ccc(NC(C)=[N+](C)CCNS(=O)(=O)c2ccc(Cl)cc2)cc1Cl	2%	-3%	-3%	-4%	0%	6%	3%	33	3%	5%	0%
15	O=C(c1ccccc1NS(=O)(=O)c1ccc(F)cc1)N1CCCCC1	-1%	0%	-1%	1%	5%	0%	0%	-11	-3%	-4%	-9%
16	COc1ccc(NC(=O)CSc2ccc(-c3sc(C)nc3C)nn2)cc1	3%	0%	-1%	-1%	9%	1%	-3%	-4	-27%	1%	14%
17	COc1ccc(-c2nc(C#N)c(NCc3cccnc3)o2)cc1OC	-2%	-3%	4%	5%	5%	?	-3%	-17	1%	-19%	-25%[7.66 µM]
18	O=C(CN1C(=O)COc2ccccc21)N(Cc1ccc2c(c1)OCO2)CC1CCCO1 (centres undefined)	4%	-7%	3%	1%	3%	4%	-3%	0	2%	7%	-14%[7.66 µM]
19	CCOC(=O)c1cc2c(=O)n3cccc(C)c3nc2n(Cc2ccccc2Cl)c1=N	-8%	nt	nt	-2%	-1%	8%	nt	-3	17%	17%	nt
20	CN1CCN(C2=Nc3cc(F)ccc3Cc3ccccc32)CC1	?	nt	nt	-4%	nt	2%	nt	2	nt	3%	nt
21	COC(=O)c1ccccc1S(=O)(=O)NNC(=O)C12CC3CC(CC(C3)C1)C2	nt	-6%	2%	1%	8%	0%	-2%	nt	?	0%	30%
22	O=C(NCc1ccccc1C(F)(F)F)C12CN(Cc3ccccc3)CC1C(c1ccc([N+](=O)[O-])cc1)=NO2 (centres undefined)	11%	0%	-6%	-3%	5%	-3%	2%	17	-14%	18%	-24%
23	CCOc1ccccc1NC(=O)COc1coc(CN2CCc3ccccc32)cc1=O	19%	0%	-2%	?	-10%	0%	-4%	-6	?	-28%	10%
24	CCCCCCSc1ccc(-c2nc3ccccn3c2NCCCC)cc1	-16%	-5%	nt	0%	40µM*	15%	2%	0	9%	-27%	-5%

An excerpt from above in order of formula weight, highest first.
nr	SMILES	Mito fusion act	PTAP TSG101 blk	ASM inhibitor	Tb PFK inh	AT treatment	Chronic BCR inh	TCR activator	TSHR antagonist	ELG1 repair inh	Eya2 phos inh	Integrin act MD
10	CCN(CC)CCNC(=O)Cn1nc(Cc2cccnc2)c2ccccc2c1=O	-2%	-7%	-3%	-1%	10%	-13%	3%	6	4%	-4%	1%
21	COC(=O)c1ccccc1S(=O)(=O)NNC(=O)C12CC3CC(CC(C3)C1)C2	nt	-6%	2%	1%	8%	0%	-2%	nt	?	0%	30%
13	O=C(N/N=C\c1ccc(-c2ccc(Cl)c(Cl)c2)o1)C(=O)N1CCCC1	0%	15%	4%	-1%	1%	?	0%	-22	7%	-9%	19%

Next results
nr	SMILES	Mito fusion act	PTAP TSG101 blk	ASM inhibitor	Tb PFK inh	AT treatment	Chronic BCR inh	TCR activator	TSHR antagonist	ELG1 repair inh	Eya2 phos inh	Integrin act MD
25	CCc1ccccc1OCCOc1ccc(C)cc1OC	-2%	-6%	1%	3%	19%	1%	4%	-1	8%	-2%	-45%[inhibitor]
26	O=C(NC(=S)Nc1c(Cl)ccc2nsnc12)c1ccccc1F	29%	-2%	23%	-14%	-2%	6%	5%	?	16%	-7%	13%
27	COc1ccccc1/C=N/NC(=O)CC(=O)Nc1ccc(Cl)c(Cl)c1	-4%	-4%	-21%	3%	4%	7%	-6%	-18	6%	-17%	0%
28	CSc1cc(-c2ccccc2)n(Cc2ccccc2Cl)c(=O)c1C#N	-1%	-4%	-7%	-4%	1%	17%	-1%	-7	?	18%	-8%
29	COc1ccccc1-c1ccc(Nc2cccc(C(C)=O)c2)nn1	6%	-14%	-7%	1%	6%	?	13%	0	18%	-12%	15%
30	O=C(CCCN1C(=O)S/C(=C/c2ccccc2)C1=S)Nc1ccc(C(=O)O)cc1	-1%	-4%	-3%	-22%	0%	?	-1%	-18	-3%	-14%	-12%
31	COc1ccc(CC2(CO)CCN(Cc3cccnc3)CC2)cc1	15%	-4%	-2%	6%	8%	18%	2%	19	-1%	-11%	-5%
32	O=C(NC1CC1)c1cc(-c2ccccn2)nc2ccccc12	-2%	-1%	1%	-1%	-3%	9%	-3%	3	26%	2%	-4%
